GPR151 ag = human GPR151 activation; Q8TDV0; PathHunter beta-arrestin GPR151 cells, luminescence; activation, % at 11.2 µM; hit rate 1% among 650,000; AID 1508602; in the data active means activation above about 4.9%;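 further: 0% = median of compound wells and 100% = cells with positive control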
Target sequence (Q8TDV0 whole entry, looked up): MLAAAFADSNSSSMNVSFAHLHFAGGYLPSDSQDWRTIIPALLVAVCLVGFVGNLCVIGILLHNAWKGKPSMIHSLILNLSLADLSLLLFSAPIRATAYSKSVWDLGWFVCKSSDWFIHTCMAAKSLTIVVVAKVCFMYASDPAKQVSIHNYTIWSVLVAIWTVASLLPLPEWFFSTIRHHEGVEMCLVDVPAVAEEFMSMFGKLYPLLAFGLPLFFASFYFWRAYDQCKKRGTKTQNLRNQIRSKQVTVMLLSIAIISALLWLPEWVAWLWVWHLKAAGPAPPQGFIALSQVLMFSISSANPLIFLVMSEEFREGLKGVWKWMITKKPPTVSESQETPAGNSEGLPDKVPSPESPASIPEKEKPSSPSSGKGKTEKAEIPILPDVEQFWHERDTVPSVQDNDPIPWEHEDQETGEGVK
TEAD-YAP block = TEAD-YAP interaction inhibition. HEK-TIYL cells, TEAD-Gal4/YAP UAS-luciferase luminescence. hit rate 1.4% among 640,000. inhibition, % at 9.12 µM; in the data active means inhibition above about 32%;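 further: 0% = median of test compound wells and 100% = reference inhibitor wells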
MITF inh = inhibitors of human MITF; inhibition, % at 2.6 µM; hit rate 0.91% among 650,000; O75030; AID 1259374; AlphaScreen MITF homodimerization, bead proximity signal; in the data active means inhibition above about 50%;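 further: 0% = vehicle wells with protein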
Target sequence (O75030 whole entry, looked up): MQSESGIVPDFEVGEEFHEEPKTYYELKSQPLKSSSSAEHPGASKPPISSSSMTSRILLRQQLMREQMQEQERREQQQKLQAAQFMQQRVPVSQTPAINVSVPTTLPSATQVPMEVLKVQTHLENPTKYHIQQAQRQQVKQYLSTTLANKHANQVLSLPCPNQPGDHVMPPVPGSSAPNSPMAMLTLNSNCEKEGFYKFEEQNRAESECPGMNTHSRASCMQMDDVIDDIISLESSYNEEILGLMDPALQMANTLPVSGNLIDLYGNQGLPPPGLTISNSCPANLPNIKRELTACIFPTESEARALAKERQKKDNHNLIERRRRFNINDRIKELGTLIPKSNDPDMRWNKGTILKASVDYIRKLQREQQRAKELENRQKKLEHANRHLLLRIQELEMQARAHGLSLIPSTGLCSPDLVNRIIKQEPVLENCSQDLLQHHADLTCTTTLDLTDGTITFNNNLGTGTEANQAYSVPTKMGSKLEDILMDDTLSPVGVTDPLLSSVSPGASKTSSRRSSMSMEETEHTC
FBW7 act = activators of human E3 ligase FBW7. Q969H0. AlphaScreen FBW7–phospho-cyclin E peptide binding, activator screen. normalized activity (activation), % at 26.1 µM. hit rate 0.13% among 650,000. AID 1259310; in the data active means normalized activity above about 1.9%;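 further: purified mutant Fbw7 with reduced substrate affinity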
Active calls of the source: *. Rows were taken by chance; about 3.5% have a hit in one of these screens.

Screening CCN(CC)c1nc(C)nc2sc(C(=O)Nc3ccccc3C(=O)OC)c(C)c12 returned GPR151 ag 1.2, TEAD-YAP block 3, MITF inh -5 and FBW7 act -0.2.
For Cn1c(=O)c2c(nc(SCCCO)n2Cc2cccc3ccccc23)n(C)c1=O the results were GPR151 ag -0.2, TEAD-YAP block -7, MITF inh 2 and FBW7 act -0.1.
CC(C)c1ccc(NC(=O)C2C3C=CC4(O3)C2C(=O)N(C(C)(C)C)C4C(=O)NC2CCCCC2)cc1 (stereo not given) was read as GPR151 ag -0.2, TEAD-YAP block 2, MITF inh 0 and FBW7 act -0.1.
`COC(=O)c1ccc(-c2ccc(/C=C3/C(=N)N4N=C(C(C)C)SC4=NC3=O)o2)cc1` gave GPR151 ag -0.9, TEAD-YAP block 3, MITF inh 16 and FBW7 act 0.0.
O=C(/C=C/c1ccc([N+](=O)[O-])s1)Nc1nc(-c2ccc([N+](=O)[O-])cc2)cs1 was read as GPR151 ag -0.6, TEAD-YAP block 4, MITF inh -14 and FBW7 act 0.0.
Screening O=C(Nc1ccc(Br)cc1)c1ccccc1I returned GPR151 ag -0.9, TEAD-YAP block -38, MITF inh -1 and FBW7 act -0.1.
COc1cc(NC(=O)c2csc(-c3ccc(N4CCOCC4)nc3)n2)cc(OC)c1OC was read as GPR151 ag 2.5, TEAD-YAP block 21, MITF inh 26 and FBW7 act 0.0.
Screening O=c1c2c(nc3c(-c4ccc(Cl)cc4)c[nH]n13)CCC2 returned GPR151 ag 0.8, TEAD-YAP block 2, MITF inh 5 and FBW7 act 0.0.
Screening CCSc1nc2c(c(=O)[nH]c(=O)n2C)n1CC returned GPR151 ag -0.3, TEAD-YAP block 0, MITF inh 2 and FBW7 act 1.1.
`CCOc1c(Br)cc(C(c2c(C)[nH][nH]c2=O)c2c(C)[nH][nH]c2=O)cc1OC` gave GPR151 ag 1.5, TEAD-YAP block -3, MITF inh -4 and FBW7 act -0.6.
Screening CC1CCc2c(sc(NC(=O)Nc3ccc(Cl)cc3)c2C(N)=O)C1 (stereo not given) returned GPR151 ag 0.4, TEAD-YAP block 2, MITF inh 12 and FBW7 act 0.0.
For COc1ccc(CONC(=Nc2ccc(C)cc2)c2nonc2N)cc1 the results were GPR151 ag -0.3, TEAD-YAP block 0, MITF inh 12 and FBW7 act 0.1.
For Cc1cc(C)nc(-c2cccc3c2OC(CNC(=O)CCOc2ccccc2)C3)n1 (stereo not given) the results were GPR151 ag 2.1, TEAD-YAP block -3, MITF inh 0 and FBW7 act -0.1.
`Clc1ccccc1-c1nnc2n1CCCCC2` gave GPR151 ag -0.1, TEAD-YAP block -2, MITF inh 11 and FBW7 act 0.1.
CCN(C(=O)Cc1noc2ccccc12)c1ccccc1 was read as GPR151 ag -2.5, TEAD-YAP block 6, MITF inh -15 and FBW7 act -0.2.
For Cc1[nH]n(-c2ccccc2)c(=O)c1C=Nc1ccc(C(=O)O)cc1 the results were GPR151 ag 1.7, TEAD-YAP block -5, MITF inh -15 and FBW7 act -0.5.
Screening Cc1ccc(S(=O)(=O)N2CCN(c3c(Cl)cccc3[N+](=O)[O-])CC2)cc1 returned GPR151 ag 0.0, TEAD-YAP block -5, MITF inh 18 and FBW7 act 0.2.
Screening COc1ccccc1NS(=O)(=O)c1ccc(C(N)=O)cc1 returned GPR151 ag 0.8, TEAD-YAP block -2, MITF inh 1 and FBW7 act 0.0.
`CCN1C(=O)C(C)(C)COc2cc(NC(=O)NCCc3ccc(OC)cc3)ccc21` gave GPR151 ag -0.4, TEAD-YAP block 7, MITF inh -27 and FBW7 act 0.0.
CC1(C)CC(=O)C2=C(C1)OC(N)=C(C#N)C2c1ccc(F)c(Br)c1 (stereo not given) was read as GPR151 ag -0.5, TEAD-YAP block -8, MITF inh 13 and FBW7 act 0.2.
For CCSc1nnc2c(n1)OC(c1cccnc1)Nc1ccc(Br)cc1-2 (stereo not given) the results were GPR151 ag -0.2, TEAD-YAP block -8, MITF inh -18 and FBW7 act 0.0.
For Cc1ccc(C(=O)Nc2nnn(C)n2)cc1 the results were GPR151 ag -2.4, TEAD-YAP block -28, MITF inh 2 and FBW7 act 0.0.
For COc1ccc(S(=O)(=O)NCCC(C)C)cc1Br the results were GPR151 ag -0.4, TEAD-YAP block 1, MITF inh 6 and FBW7 act 0.1.
Cn1cccc1CN1CCN(S(C)(=O)=O)CC1 was read as GPR151 ag 0.3, TEAD-YAP block -9, MITF inh 22 and FBW7 act 0.0.
CCCC12CN3CC(CCC)(CN(C1)C3c1ccc([N+](=O)[O-])o1)C2=O (stereo not given) was read as GPR151 ag -0.1, TEAD-YAP block -3, MITF inh 4 and FBW7 act -0.1.
O=C(CSc1nnc2ccccn12)Nc1cc(C(F)(F)F)ccc1Cl was read as GPR151 ag 1.7, TEAD-YAP block 4, MITF inh -3 and FBW7 act -0.2.
O=C(c1ccc(F)cc1)c1ccc(N2CCCC2)cc1 was read as GPR151 ag 0.2, TEAD-YAP block -70, MITF inh -13 and FBW7 act 0.2.
Cc1ccc(OCC(=O)Nc2cc(C)on2)c(C)c1 was read as GPR151 ag -0.6, TEAD-YAP block -1, MITF inh -12 and FBW7 act 0.1.
For CS(=O)(=O)N(CC(=O)Nc1ccccc1Cl)c1cc(Cl)cc(Cl)c1 the results were GPR151 ag -0.7, TEAD-YAP block 8, MITF inh 7 and FBW7 act 0.2.
For C#Cc1ccc(CN2CCN(Cc3ccsc3)C(CCO)C2)cc1 (stereo not given) the results were GPR151 ag 1.0, TEAD-YAP block 1, MITF inh 12 and FBW7 act 0.6.
Nc1ccc(C(=O)O)cc1 was read as GPR151 ag 3.8, TEAD-YAP block -8, MITF inh -4 and FBW7 act -0.2.
For Cc1ccc(NC(=O)c2ccc3c(=O)n(-c4ccc(F)cc4)c(=S)[nH]c3c2)cc1F the results were GPR151 ag -0.9, TEAD-YAP block 1, MITF inh 4 and FBW7 act -0.1.
`COc1ccc2c(CNCc3ccc(C)cc3)c(C(=O)O)n(C)c2c1` gave GPR151 ag -1.3, TEAD-YAP block 4, MITF inh 1 and FBW7 act 0.0.
COC(=O)c1cc(S(=O)(=O)N2CC(C)CC(C)C2)cn1C (stereo not given) was read as GPR151 ag -0.6, TEAD-YAP block -4, MITF inh 8 and FBW7 act 0.1.
COc1ccc(C2c3cccn3CCN2C(=S)Nc2cccc(C(F)(F)F)c2)cc1OC (stereo not given) was read as GPR151 ag 0.2, TEAD-YAP block 7, MITF inh 2 and FBW7 act 0.0.
For Cc1cc(C)c(NC(=O)CSc2nccn2C)c(C)c1 the results were GPR151 ag 0.9, TEAD-YAP block -5, MITF inh 23 and FBW7 act 0.8.
Screening CC(C)NS(=O)(=O)NC1CCCCC1 returned GPR151 ag -0.2, TEAD-YAP block 1, MITF inh 13 and FBW7 act 0.7.
CC1=C(C(=O)OCC2CCCO2)C(c2ccc(C)cc2)NC(=O)N1 (stereo not given) was read as GPR151 ag 0.4, TEAD-YAP block 5, MITF inh -6 and FBW7 act -0.1.
Screening CCOC(=O)c1c(NC(=O)CSc2nnc3c4cc(Br)ccc4n(C)c3n2)sc2c1CCC2 returned GPR151 ag 0.6, TEAD-YAP block -1, MITF inh 15 and FBW7 act -0.1.
`COc1ccccc1N1CCN(S(=O)(=O)c2cccc3nsnc23)CC1` gave GPR151 ag -0.8, TEAD-YAP block 4, MITF inh 10 and FBW7 act -0.1.
Cc1ccc(-c2nc(C#N)c(NCCCN3CCOCC3)o2)cc1 was read as GPR151 ag 0.4, TEAD-YAP block -28, MITF inh -15 and FBW7 act 0.4.
Screening CC1=C(C(=O)Oc2ccccc2)C2(C)C3C(=O)N(Cc4ccccc4)C(=O)C3C1C1C(=O)N(Cc3ccccc3)C(=O)C12 (stereo not given) returned GPR151 ag -0.7, TEAD-YAP block -4, MITF inh 5 and FBW7 act 0.1.
For Nc1cc(=O)nc(SCCC(=O)O)n1-c1ccccc1 the results were GPR151 ag -0.3, TEAD-YAP block -5, MITF inh 18 and FBW7 act 0.2.
`CC1CN(CC(=O)NCc2nc(-c3ccccc3)n[nH]2)Cc2ccccc2O1` (stereo not given) gave GPR151 ag -0.1, TEAD-YAP block 6, MITF inh 1 and FBW7 act -0.2.
Screening CCCN1C(=O)c2ccccc2NC1c1ccc(OC)c(OC)c1 (stereo not given) returned GPR151 ag 3.6, TEAD-YAP block -17, MITF inh -15 and FBW7 act -0.1.
CCOc1ccc(OCC)c(NS(=O)(=O)c2cccc3cccnc23)c1 was read as GPR151 ag 0.2, TEAD-YAP block 7, MITF inh 1 and FBW7 act -0.1.
For COc1ccc([N+](=O)[O-])cc1NC(=O)c1sc2nc(C)nc(N3CCCCC3)c2c1C the results were GPR151 ag 2.7, TEAD-YAP block -5, MITF inh -2 and FBW7 act -0.1.
Screening CC1(C)CC(=O)C2=C(C1)N(c1ccc([N+](=O)[O-])cc1)C(N)=C(C#N)C2c1cccnc1 (stereo not given) returned GPR151 ag -0.4, TEAD-YAP block 20, MITF inh 5 and FBW7 act 0.1.

Retrieved one by one from the list above (5):
Screening CCCN1C(=O)c2ccccc2NC1c1ccc(OC)c(OC)c1 (stereo not given) returned GPR151 ag 3.6, TEAD-YAP block -17, MITF inh -15 and FBW7 act -0.1.
Screening CC1(C)CC(=O)C2=C(C1)N(c1ccc([N+](=O)[O-])cc1)C(N)=C(C#N)C2c1cccnc1 (stereo not given) returned GPR151 ag -0.4, TEAD-YAP block 20, MITF inh 5 and FBW7 act 0.1.
CCOc1ccc(OCC)c(NS(=O)(=O)c2cccc3cccnc23)c1 was read as GPR151 ag 0.2, TEAD-YAP block 7, MITF inh 1 and FBW7 act -0.1.
`COc1ccccc1N1CCN(S(=O)(=O)c2cccc3nsnc23)CC1` gave GPR151 ag -0.8, TEAD-YAP block 4, MITF inh 10 and FBW7 act -0.1.
For Nc1cc(=O)nc(SCCC(=O)O)n1-c1ccccc1 the results were GPR151 ag -0.3, TEAD-YAP block -5, MITF inh 18 and FBW7 act 0.2.

Carrying on.
`C/C(=N\NC(=O)c1ccc(N(C)S(=O)(=O)c2ccccc2)cc1)c1cccs1` gave GPR151 ag 0.8, TEAD-YAP block 2, MITF inh 0 and FBW7 act 0.2.
`O=C(N/N=C/c1cccc(O)c1)c1n[nH]c2c1CCC2` gave GPR151 ag -5.5, TEAD-YAP block 46*, MITF inh 11 and FBW7 act 0.1.
For Cc1ccc(NC(=O)c2sc3nc4c(c(-c5cccs5)c3c2N)CCC4)cc1 the results were GPR151 ag 0.5, TEAD-YAP block -11, MITF inh 5 and FBW7 act 0.1.
Screening O=C1CC(c2ccccc2)CC(O)=C1C=NCc1ccncc1 (stereo not given) returned GPR151 ag 0.2, TEAD-YAP block -1, MITF inh 11 and FBW7 act -0.1.
`Cc1noc(C)c1C(=O)Nc1cccnc1` gave GPR151 ag 1.3, TEAD-YAP block 6, MITF inh -8 and FBW7 act -0.2.
Cc1cc(C)c(CN2CCc3nnc(C4CCCO4)n3CC2)cc1C (stereo not given) was read as GPR151 ag 0.4, TEAD-YAP block 12, MITF inh 4 and FBW7 act -0.1.
For CCc1ccc(NC(=O)CN(c2ccccc2C)S(C)(=O)=O)cc1 the results were GPR151 ag 2.2, TEAD-YAP block 6, MITF inh 10 and FBW7 act 0.3.
Screening O=C(CN1C(=O)NC2(CCOc3ccccc32)C1=O)Nc1ccc(Cl)cc1[N+](=O)[O-] (stereo not given) returned GPR151 ag 1.2, TEAD-YAP block 3, MITF inh 2 and FBW7 act -0.1.
`CCCNC(=O)CSc1nc2nc(C)cc(C)n2n1` gave GPR151 ag -0.4, TEAD-YAP block -1, MITF inh 5 and FBW7 act 0.0.
`CC(=O)Cn1c(=S)[nH]c2c1c(=O)[nH]c(=O)n2C` gave GPR151 ag -0.8, TEAD-YAP block -7, MITF inh -4 and FBW7 act -0.1.
For COc1cc2cc3c(N)c(C(=O)NC(C)(C)C)sc3nc2cc1OC the results were GPR151 ag 0.1, TEAD-YAP block -10, MITF inh -8 and FBW7 act -0.1.
Screening COC(=O)c1c[nH]c2ccc(S(=O)(=O)N(C)C3CCCCC3)cc2c1=O returned GPR151 ag -1.4, TEAD-YAP block 2, MITF inh 5 and FBW7 act 0.1.

A run of entries of the results above:
`C/C(=N\NC(=O)c1ccc(N(C)S(=O)(=O)c2ccccc2)cc1)c1cccs1` gave GPR151 ag 0.8, TEAD-YAP block 2, MITF inh 0 and FBW7 act 0.2.
`O=C(N/N=C/c1cccc(O)c1)c1n[nH]c2c1CCC2` gave GPR151 ag -5.5, TEAD-YAP block 46*, MITF inh 11 and FBW7 act 0.1.

Further structures.
For Cc1ccc2c(CNCC(C)c3ccccc3)c(C(=O)O)[nH]c2c1 (stereo not given) the results were GPR151 ag -0.9, TEAD-YAP block -4, MITF inh 10 and FBW7 act 0.4.
`COc1ccc(NCc2cccc(OC)c2)cc1` gave GPR151 ag -0.2, TEAD-YAP block -9, MITF inh 9 and FBW7 act 0.0.
`Cc1cc(=O)nc2c3ccccc3n(CC(=O)N3CCN(Cc4ccccc4)CC3)n12` gave GPR151 ag -0.6, TEAD-YAP block 1, MITF inh 9 and FBW7 act 0.5.
Screening CCN(CC)CCn1c(/C=C/c2ccc(Cl)cc2)nc2cc3ccccc3cc2c1=O returned GPR151 ag 1.6, TEAD-YAP block 5, MITF inh -16 and FBW7 act 0.1.
For COc1cccc(CNC(=O)c2cc(COc3c(F)cccc3F)on2)c1OC the results were GPR151 ag 0.4, TEAD-YAP block 10, MITF inh 13 and FBW7 act 0.1.

Assay outcomes deposited in PubChem by The Scripps Research Institute Molecular Screening Center.
